Source: PubChem BioAssay (National Center for Advancing Translational Sciences (NCATS))
KCNH2 3.1 inh: qHTS for Inhibitors of KCHN2 3.1: Mutant qHTS | AID 720553, 2013 | actives 0.95% (n = 340,000) | activity change, % (tested at about 1.8 µM) | Potassium voltage-gated channel subfamily H member 2, brain isoform KCNH2 3.1 (human) | U2OS KCNH2 3.1, thallium flux FluxOr; hits give low values;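 active means maximum activity change below -70%; inconclusive means maximum activity change from -70% to -50%; inactive means maximum activity change above -50%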;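 further: thallium influx rate constant from kinetic fluorescence after stimulation buffer; on the % scale 0 is the no-effect control and ±100 the full control effect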
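FluxOr-based Tl+ influx in U2OS cells transduced with KCNH2 3.1 virus; rate constants normalized to DMSO controls.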
Eya2 phos inh: qHTS Assay for Inhibitors of the Phosphatase Activity of Eya2; Protein phosphatase EYA2 (Homo sapiens), O00167; Potency, µM (highest dose often 76.9 µM), inactives show top-dose activity, negative = inhibition, most hits filed as inhibitors; actives 0.006% (n = 330,000); AID 488837, 2010; recombinant Eya2, OMFP fluorescence dephosphorylation (OMFP is methylfluorescein phosphate); further: potency means the concentration at half of the fitted maximal effect; on the % scale 0 is the no-effect control and ±100 the full control effect
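Eya2 (0.2 uM) preincubated 10 min at ambient with compound, then OMFP substrate added at 50 uM; 10 min reaction in 50 mM HEPES pH 7.5, 50 mM NaCl, 5 uM MgCl2, 0.05% BSA, 1 mM DTT. Fluorescence read at Ex 485/Em 525 nm.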
TSHR antagonist: Antagonists of the Thyroid Stimulating Hormone Receptor: HTS campaign. activity change, negative = inhibition, % at 11.5 µM. TSHR-expressing cells, TSH-stimulated cAMP HTRF, 2 h; hits give low values. actives 0.2% (n = 330,000). AID 504810, 2011;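 active means activity change below a set negative limit, meaning inhibition stronger than a set level, cut at about -70% in these data; inconclusive means activity change between two set negative limits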; further: on the % scale 0 is the no-effect control and ±100 the full control effect
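Competitive HTRF cAMP read-out (cryptate anti-cAMP antibody, cAMP-d2; 30 min, room temperature) in freshly harvested TSHR cells. Compounds added before TSH at EC80 (4nM final), followed by 2 hours' incubation at 37 deg C.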
AT treatment: qHTS Assay for Identifying a Potential Treatment of Ataxia-Telangiectasia; […] A-T fibroblasts, KAP-1 phosphorylation AlphaLISA; neocarzinostatin DNA damage 30 min before lysis; Potency, µM (highest dose often 57.5 µM), without a hit: top-dose activation, actives largely listed as activators; actives 0.19% (n = 320,000); AID 485349, 2010; further: potency means the concentration at half of the fitted maximal effect; % of control where 0% means no effect; nearly all actives have a fitted effect of over 45% in size
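hTERT-immortalized A-T patient fibroblasts ([…]), 500 cells/well in OPTI-MEM, 1% FBS, got compounds for 60 min, then NCS for 30 min at 37C. Lysates were then assayed for phospho-KAP-1 by AlphaLISA (anti-pKAP1 donor, anti-KAP1 acceptor beads), 6 hr at 25C.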
TRPV1 agonist: HTS Assay for Compounds that Act as Agonists of the Vanilloid Receptor 1. Transient receptor potential cation channel subfamily V member 1 (Homo sapiens), Q8NER1. TRPV1-expressing cells, Fluo-8 calcium influx, agonist mode. activation, % at 8.33 µM. actives 0.19% (n = 320,000); in the data active means activation above about 80%; inconclusive means between about 30% and that limit; further: 0% is about no effect
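Fluo-8 calcium influx in TRPV1-expressing cells, kinetic read (ex 480/em 520 nm). Compound added and read 3 min for agonist activity, followed by capsaicin at EC20 final and 2 min further read for enhancement.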
USP2a inh: qHTS Assay for Inhibitors of Ubiquitin-specific Protease USP2a Using CHOP2 as the Reporter; Ubiquitin carboxyl-terminal hydrolase 2 (Homo sapiens), O75604; USP2 core, Ub-CHOP2 coupled fluorogenic reporter, 485/531; Potency, µM (top dose mostly 38.3 µM), for inactives: top-dose activity change, negative = inhibition, usual class: inhibitors; actives 0.01% (n = 330,000); AID 463254, 2010;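 further: potency means the concentration at half of the fitted maximal effect; plate controls were DMSO wells for no effect and full inhibition by NEM control for full effect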
Target sequence (O75604 whole entry, looked up): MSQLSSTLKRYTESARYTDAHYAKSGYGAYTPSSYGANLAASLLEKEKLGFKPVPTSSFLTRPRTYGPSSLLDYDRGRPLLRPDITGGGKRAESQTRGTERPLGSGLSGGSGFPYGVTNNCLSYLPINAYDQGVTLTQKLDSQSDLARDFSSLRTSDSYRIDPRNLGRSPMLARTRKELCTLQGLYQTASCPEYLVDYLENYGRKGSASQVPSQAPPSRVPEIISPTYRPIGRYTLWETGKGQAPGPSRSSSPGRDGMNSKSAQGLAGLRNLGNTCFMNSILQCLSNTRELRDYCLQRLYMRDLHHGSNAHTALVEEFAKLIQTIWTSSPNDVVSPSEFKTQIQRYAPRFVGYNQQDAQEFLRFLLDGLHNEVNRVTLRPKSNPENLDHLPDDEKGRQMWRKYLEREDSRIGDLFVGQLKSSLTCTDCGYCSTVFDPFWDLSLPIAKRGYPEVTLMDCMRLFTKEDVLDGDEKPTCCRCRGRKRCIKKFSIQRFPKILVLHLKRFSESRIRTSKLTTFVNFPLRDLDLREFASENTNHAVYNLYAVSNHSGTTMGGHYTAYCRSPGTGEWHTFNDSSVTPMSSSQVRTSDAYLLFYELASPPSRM
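Cell-free coupled assay: 10nM USP2 core preincubated 30min RT with compound in Tris-HCl pH 8.0/CaCl2/CHAPS buffer, then 25nM Ub-CHOP2 and 25nM reporter substrate; fluorescence (Ex 485/Em 531) read after 60min RT, normalized to NEM inhibition, concentration-response curves fitted.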
ELG1 DNA repair: qHTS screen for small molecules that inhibit ELG1-dependent DNA repair in human embryonic kidney (HEK293T) cells expressing luciferase-tagged ELG1. Potency, µM (top dose mostly 46.1 µM), for the others: top-dose activity change, negative = inhibition, actives largely listed as inhibitors. HEK293T ELG1-luciferase reporter, luminescence, 16 h; DNA damage induced by 5-fluorouridine. actives 2.3% (n = 330,000); further: potency means the concentration at half of the fitted maximal effect; on the % scale 0 is the no-effect control and ±100 the full control effect; nearly all actives have a fitted effect of over 55% in size
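HEK293T cells expressing luciferase-tagged ELG1 (2,000/well) received 5-Fluorouridine plus compound or DMSO for 16 hr at 37 °C. Luciferase was read by ONE-Glo luminescence after 30 min at room temperature.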
hERG WT inh: qHTS for Inhibitors of KCHN2 3.1: Wildtype qHTS | U2OS, BacMam KCNH2, thallium flux FluxOr; hits give low values | actives 0.37% (n = 340,000) | AID 720551, 2013 | Voltage-gated inwardly rectifying potassium channel KCNH2 (Homo sapiens), Q12809 | activity change, % at 1.84 µM;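 active means maximum activity change below -70%; inconclusive means maximum activity change between -70% and -50%; inactive means maximum activity change above -50%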; further: on the % scale 0 is the no-effect control and ±100 the full control effect
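U2OS cells were transduced with wild-type KCNH2 virus (2.03 x 10^8 / mL) for 4 h at room temperature, then cultured overnight at 37 C. Thallium flux was read with FluxOr dye. Rate constants were normalized to DMSO controls.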
Mito fusion yeast: qHTS Assay for Small Molecule Inhibitors of Mitochondrial Division or Activators of Mitochondrial Fusion. S. cerevisiae fusion-defective mutant growth rescue, CellTiterGlo 48 h. Potency, µM (top dose mostly 46.1 µM), without a hit: at the highest dose growth rescue (activation), hits mostly activators. actives 0.23% (n = 320,000);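 further: potency means the concentration at half of the fitted maximal effect; % of control where 0% means no effect; nearly all actives have a fitted effect of over 45% in size; temperature-sensitive fusion mutants such as fzo1-1 at 37 °C on non-fermentable ethanol glycerol medium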
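Luminescent cell viability in 1536-well qHTS format served as the measure of rescued growth in ts fusion-mutant S. cerevisiae cultured on non-fermentable YPEG for 48 hours at 37C.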
TCR activator: Activators of T cell receptors: qHTS campaign. Potency, µM (top dose mostly 9.22 µM), without a hit: at the highest dose activation of IL-2 secretion, usual class: activators. primary human leukocytes, anti-CD3, IL-2 HTRF, 48 h. 330,000 tested, under 10 active; further: % of control where 0% means no effect
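Readout: HTRF IL-2, Eu-cryptate/d2 antibody pair, 320nm excitation, 665nm emission. Stimulus: a-CD3 beads, no co-stimulation. Cells: primary human leukocytes. Exposure: 48 hr with compound.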
* hit, by the source's call; [ ] = remark or other dose. Unless noted, the call rests on the fitted dose curve; in most records, active means well fitted curve in the direction sought with a large enough effect; inconclusive means small, poorly fitted or top-dose-only effect, or another doubt; inactive means no such curve, though single readings can be large; an effect the other way counts as inactive or inconclusive. A portion of the library; the hit share may differ from the screen's.

`O=C(CSc1nc2ccccc2c(=O)[nH]1)c1ccccc1` gave KCNH2 3.1 inh -1.6, Eya2 phos inh -0.4%, TSHR antagonist -8.7, AT treatment 2.7%, TRPV1 agonist 12.1, USP2a inh 2.9%, ELG1 DNA repair inconclusive, hERG WT inh 3.4, Mito fusion yeast 4.9% and TCR activator 11.5%[46.1 µM].
Cc1cc2oc(C(=O)NCc3ccc4c(c3)OCO4)c(C)c2cc1C was read as KCNH2 3.1 inh 6.6, Eya2 phos inh -30.1%, TSHR antagonist -10.5, AT treatment 1.4%, USP2a inh 0.2%, ELG1 DNA repair -18.5%, hERG WT inh -0.6, Mito fusion yeast -0.2% and TCR activator 0.0%.
For CCOC(=O)C1CCCN(c2c(NCC3CCCO3)c(=O)c2=O)C1 (centres undefined) the results were KCNH2 3.1 inh 9.1, Eya2 phos inh -3.5%, TSHR antagonist -2.1, AT treatment 2.4%, TRPV1 agonist 2.2, USP2a inh -1.5%, ELG1 DNA repair 2.4%, hERG WT inh 22.4, Mito fusion yeast -1.7% and TCR activator 0.0%.
`Cc1cccc(N2CCN(C(=O)/C=C/c3cccs3)CC2C)c1` (centres undefined) gave KCNH2 3.1 inh -0.8, Eya2 phos inh 1.0%, TSHR antagonist -11.1, AT treatment -2.3%, TRPV1 agonist inconclusive, USP2a inh 4.0%, ELG1 DNA repair inconclusive, hERG WT inh 1.6, Mito fusion yeast 3.3% and TCR activator -5.1%.
COc1ccc(C(=O)n2c(N)nc3ccccc32)cc1OC was read as KCNH2 3.1 inh 0.5, Eya2 phos inh 0.6%, TSHR antagonist -13.3, AT treatment 29.7%, TRPV1 agonist -4.2, USP2a inh -0.2%, ELG1 DNA repair inconclusive, hERG WT inh 6.0, Mito fusion yeast -10.4% and TCR activator 0.6%.
For C/C(=N/NC(=S)Nc1cccc(C)c1)c1cccc([N+](=O)[O-])c1 the results were KCNH2 3.1 inh -39.8, Eya2 phos inh -10.1%, TSHR antagonist 2.2, AT treatment -2.8%, TRPV1 agonist 0.5, USP2a inh -8.6%, ELG1 DNA repair 0.0%, hERG WT inh -11.7, Mito fusion yeast 1.0% and TCR activator 9.5%.
COc1ccccc1CNC(=O)CCCNS(=O)(=O)c1cccc2nsnc12 was read as KCNH2 3.1 inh -4.8, Eya2 phos inh 2.1%, TSHR antagonist -7.8, AT treatment 1.1%, TRPV1 agonist 0.5, USP2a inh 1.5%, ELG1 DNA repair 0.0%, hERG WT inh 1.8, Mito fusion yeast 2.2% and TCR activator 1.7%.
For O=S(=O)(Cc1ccccc1)Cc1cnc(Cl)s1 the results were KCNH2 3.1 inh -0.5, Eya2 phos inh 12.9%, TSHR antagonist 5.4, AT treatment -4.7%, TRPV1 agonist -1.3, USP2a inh 3.0%, ELG1 DNA repair 8.7%, hERG WT inh -4.7, Mito fusion yeast 4.5% and TCR activator -3.5%.
For CN(C(=O)c1ccccc1C(=O)OCC(=O)NC(=O)NC(C)(C)C)C1CCCCC1 the results were KCNH2 3.1 inh -7.5, Eya2 phos inh -0.6%, TSHR antagonist -1.1, AT treatment -1.9%, TRPV1 agonist -2.0, USP2a inh -0.2%, ELG1 DNA repair 27.5%, hERG WT inh 7.6, Mito fusion yeast -0.6% and TCR activator -4.3%.
Cc1ccc2oc(-c3cccc(N)c3)nc2c1 was read as KCNH2 3.1 inh -12.8, Eya2 phos inh -19.1%, TSHR antagonist -10.3, AT treatment 4.8%, TRPV1 agonist 5.0, USP2a inh 1.4%, ELG1 DNA repair inconclusive, hERG WT inh -0.2, Mito fusion yeast 14.8% and TCR activator 0.9%.
Screening O=C(NC1CC1)C1CC(=O)N(c2cccc(Cl)c2Cl)C1 (centres undefined) returned KCNH2 3.1 inh 5.5, Eya2 phos inh -17.5%, TSHR antagonist -1.6, AT treatment 4.5%, TRPV1 agonist inconclusive, USP2a inh -0.9%, ELG1 DNA repair inconclusive, hERG WT inh 9.8, Mito fusion yeast -1.8% and TCR activator -4.9%.
For CSc1ncc(C(=O)Nc2ccccc2C)c(C)n1 the results were KCNH2 3.1 inh -3.4, Eya2 phos inh 6.2%, TSHR antagonist -2.8, AT treatment -0.7%, TRPV1 agonist 6.1, USP2a inh 0.6%, ELG1 DNA repair -0.2%, hERG WT inh 27.1, Mito fusion yeast -8.7% and TCR activator -3.7%.
For Cc1cc(C)n(C(=O)CCNC(=O)c2ccccc2Cl)n1 the results were KCNH2 3.1 inh 9.8, Eya2 phos inh -17.6%, TSHR antagonist -10.2, AT treatment 2.5%, TRPV1 agonist 1.5, USP2a inh -10.2%, ELG1 DNA repair 0.2%, hERG WT inh -0.8, Mito fusion yeast 1.3% and TCR activator 1.1%[46.1 µM].
Screening Cc1ccc(/C=C2\SC(=S)N(CCC(=O)Nc3ccc(O)cc3)C2=O)cc1 returned KCNH2 3.1 inh -7.6, Eya2 phos inh 5.0%, TSHR antagonist -0.8, AT treatment -10.5%, TRPV1 agonist -0.6, USP2a inh 1.6%, ELG1 DNA repair -0.8%, hERG WT inh -5.7, Mito fusion yeast 2.6% and TCR activator 5.8%.
`Nc1cc(N)nc(SCCOc2ccccc2)n1` gave KCNH2 3.1 inh -2.0, Eya2 phos inh 6.1%, TSHR antagonist 1.3, AT treatment -0.3%, TRPV1 agonist 1.0, USP2a inh -0.5%, ELG1 DNA repair inconclusive, hERG WT inh -3.4, Mito fusion yeast -3.0% and TCR activator -3.7%.
COc1ccc(C(C)=O)cc1CSc1nncn1C was read as KCNH2 3.1 inh -5.0, Eya2 phos inh 5.8%, TSHR antagonist -9.9, AT treatment -1.5%, TRPV1 agonist -0.3, USP2a inh 0.7%, ELG1 DNA repair 8.3%, hERG WT inh -2.1, Mito fusion yeast 2.7% and TCR activator -8.6%.
For COc1cccc(C(C(=O)NC2CCCC2)N(Cc2ccco2)C(=O)c2ccco2)c1OC (centres undefined) the results were KCNH2 3.1 inh 7.3, Eya2 phos inh -2.8%, TSHR antagonist 0.3, TRPV1 agonist 1.3, USP2a inh 1.7%, ELG1 DNA repair -10.9%, hERG WT inh 15.7, Mito fusion yeast -4.4% and TCR activator 2.7%[46.1 µM].
`CCc1nn(CC(=O)NCc2ccccc2Cl)c(=O)c2cccn12` gave KCNH2 3.1 inh 11.5, Eya2 phos inh 4.9%, TSHR antagonist -0.8, AT treatment 8.6%, TRPV1 agonist 3.9, USP2a inh 3.5%, ELG1 DNA repair 7.4%, hERG WT inh -5.0, Mito fusion yeast 2.1% and TCR activator 0.5%.
CCOc1cc(-n2cnnn2)c(OCC)cc1NC(=O)c1cnccn1 was read as KCNH2 3.1 inh 11.2, Eya2 phos inh -4.9%, TSHR antagonist -10.2, AT treatment 6.5%, TRPV1 agonist 1.4, USP2a inh -1.1%, ELG1 DNA repair 5.8%, hERG WT inh -19.0, Mito fusion yeast 0.2% and TCR activator 1.8%.
COc1cccc(-c2nc3ccccc3c(=O)o2)c1 was read as KCNH2 3.1 inh 14.2, Eya2 phos inh 12.0%, TSHR antagonist -13.0, AT treatment -0.5%, TRPV1 agonist -2.1, USP2a inh 2.2%, ELG1 DNA repair inconclusive, hERG WT inh -5.2, Mito fusion yeast 1.1% and TCR activator -1.1%.
For CCOC(=O)c1ccc(NC2c3ccccc3C(=O)N2c2ccc(C)cn2)cc1 (centres undefined) the results were KCNH2 3.1 inh -8.4, Eya2 phos inh 22.1%, TSHR antagonist -1.8, AT treatment 2.7%, TRPV1 agonist -1.6, USP2a inh -0.2%, ELG1 DNA repair 2.2%, hERG WT inh 7.6, Mito fusion yeast -0.1% and TCR activator 1.6%.
For O=C(CNC(=O)c1ccc(Br)cc1)Nc1ccc2c(c1)CCC2 the results were KCNH2 3.1 inh -12.5, Eya2 phos inh 3.4%, TSHR antagonist -4.1, AT treatment -9.3%, USP2a inh 1.3%, ELG1 DNA repair 12.7%, hERG WT inh -13.6 and TCR activator 3.5%.
